Screening data: PubChem, several laboratories
PhoP inhibition – PhoP-dependent GFP reporter repression – Salmonella Typhimurium, primary screen (AID 1863); actives 0.16% (n = 300,000); S. Typhimurium PhoP-regulated promoter GFP reporter, 4 h; higher % means a stronger effect; inhibition, % at 50 µM; hits with a dose series show IC50 in µM;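 active = inhibition over 29.93%, a cutoff 3 SD above the screen mean, later confirmed by dose response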;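 also: 0% = low Mg2+ inducing control and 100% = high Mg2+ repressing control; strong numbers were not always called active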
NOD2 inhibition – inhibition of NOD2-driven NF-kB reporter – cell-based, luminescence, uHTS, HEK293 (AID 1566). HEK293 NOD2/NF-kB luciferase reporter, luminescence; higher % means a stronger effect. inhibition, % at 4 µM; hits with a dose series show EC50 in µM. actives 0.63% (n = 290,000); also: many of its hits are not listed in these tables
NOD1 inhibition – inhibition of NOD1-driven NF-kB reporter – cell-based, luminescence, uHTS, primary screen (AID 1578); NOD1-driven NF-kB luciferase reporter cells, luminescence; higher % means a stronger effect; one-dose inhibition, % at 4 µM; EC50 in µM for titrated hits; actives 1% (n = 290,000); in the data active = inhibition mostly above about 36%, no sharp cut-off; inactive = mostly below about 34%;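 also: HEK-293T reporter cells stimulated with the NOD1 agonist gamma-tri-DAP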
Myeloid diff MLP – compounds promoting myeloid differentiation; ER-HoxA9 myeloid progenitors, lysozyme-GFP differentiation, flow cytometry; calls only at 10 µM; actives 1% (n = 360,000); AID 624256;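 active = normalized GFP-positive differentiation at or above the plate's own cutoff, the solvent-only control mean plus 3 SD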;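 also: cells exposed to compound for four days before flow analysis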
HIV peptide binding – inhibitors of HIV fusion peptide binding, primary screen, biochemical, uHTS, fluorescence dequenching (AID 1986) | actives 0.3% (n = 290,000) | cell-free peptide binding, fluorescence dequenching, 30 min; higher % means a stronger effect | inhibition, % at 20 µM, or IC50 in µM where a hit was titrated; in the data active = inhibition mostly above about 52%, no sharp cut-off; inactive = mostly below about 76%; also: some results filed as inactive read as strong as hits
KOR beta-arrestin-1 – KOR antagonists, beta-arrestin recruitment, cell-based, luminescence, uHTS (AID 1778). actives 0.091% (n = 290,000). one-dose inhibition, % at 10 µM; IC50 in µM for titrated hits. KOR beta-arrestin recruitment, luminescence, antagonist mode; higher % means a stronger effect; also: strong numbers were not always called active
LYP phosphatase – PTPN22 lymphoid phosphatase activity blockers – biochemical, fluorescence intensity, uHTS (AID 1779); recombinant LYP phosphatase, fluorescence intensity; higher % means a stronger effect; inhibition, % at 11.5 µM; hits with a dose series show IC50 in µM; actives 0.054% (n = 290,000);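 also: plate controls were vehicle with enzyme for no effect and no enzyme for full effect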
KOR beta-arrestin-2 – kappa opioid receptor activators – cell-based, luminescence, uHTS, primary screen (AID 1777). KOR beta-arrestin recruitment, luminescence; higher % means a stronger effect. activation, % at 10 µM; hits with a dose series show EC50 in µM. actives 0.02% (n = 280,000); in the data active = activation above about 50%, passing the limit was not always enough; also: a part of the inactive calls stands beside numbers as strong as those of hits
Siah-1 displacement – Siah-1 peptide-binding antagonists, primary screen, biochemical, fluorescence polarization, rhodamine-plectin, uHTS (AID 1817); Siah-1 / rhodamine-plectin peptide fluorescence polarization; higher % means a stronger effect; displacement, % at 20 µM, or IC50 in µM where a hit was titrated; actives 0.02% (n = 290,000);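 active = displacement of at least 50% at 20 µM, with a fluorescence ratio check between 0.3 and a set limit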;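 also: plate controls were Siah plus tracer with DMSO for no effect and tracer alone without Siah for full effect; strong numbers were not always called active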
Myeloid diff MLP GFP+ MAC1+ % – second read-out of Myeloid diff MLP, no call of its own (marks repeat the call); GFP+ MAC1+ double positive, %; measured here: differentiation confirmed by MAC1 staining
* marks the source's active call; other numbers are inactive results; i = inactive; nt = no result given; [ ] = another dose, or the depositor's remark. Rule as the data show it, unless noted: active = inhibition above about 50%; inactive = the rest. A portion of the library; the hit share may differ from the screen's.

Below each compound: PhoP inhibition	NOD2 inhibition	NOD1 inhibition	Myeloid diff MLP	Myeloid diff MLP GFP+ MAC1+ %	HIV peptide binding	KOR beta-arrestin-1	LYP phosphatase	KOR beta-arrestin-2	Siah-1 displacement
Cc1ccccc1C(=O)N=c1sccn1C
 : 6%	-3%	-26%	i	0.0	-2.0%	10%	1%	-0.9%	0%
CCc1ccccc1NC(=O)Nc1ccc(F)cc1
 : -5%	4%	-25%	i	0.8	0.7%	-26%	-4%	1.3%	0%
NC(=S)N1OC[C@@H]2COc3ccc4ccccc4c3[C@@H]21
 : -11%	49%	14%	i	0.4	0.0%	-32%	4%	-1.0%	5%
COc1ccc(C(=O)Nc2cc(OC)c(NC(=O)c3ccco3)cc2OC)cc1
 : -7%	9%	-26%	nt	nt	6.4%	8%	2%	7.8%	0%
Cc1ccnc(NS(=O)(=O)c2ccc(NC(=O)CCS(=O)(=O)c3ccccc3)cc2)n1
 : 1%	4%	-17%	i	0.2	-1.2%	-6%	-3%	-4.8%	-4%
CC(C)=NOC(=O)c1c(C)noc1-c1snnc1C
 : -2%	3%	-5%	i	0.4	-0.6%	7%	-2%	1.7%	12%
CCOC(=O)N1CCC(N(CCN(C)C)C(=S)Nc2ccc(Oc3ccccc3)cc2)CC1
 : -14%	20%	33%	i	2.2	-0.9%	-23%	-4%	-0.4%	0%
Cn1cccc1C(=O)NC(=O)COC(=O)CNC(=O)CNC(=O)c1ccc(Cl)cc1Cl
 : 3%	5%	-23%	i	1.3	6.8%	18%	-4%	-3.0%	6%
O=C(CCNc1n[nH]c(=O)[nH]c1=O)N/N=C\c1ccc(Br)cc1
 : -1%	26%	-4%	i	1.3	-0.1%	9%	-4%	3.7%	5%
COc1ccc(CC(=O)Nc2ccc(-c3nnc(-c4ccccc4)o3)cc2)cc1
 : 4%	-64%	-60%	nt	nt	1.8%	8%	-16%	-2.1%	-2%
COCCNC(=S)N(Cc1cc2cc(C)ccc2n2nnnc12)C1CCCC1
 : -3%	7%	-13%	i	0.7	2.1%	-16%	6%	2.5%	1%
CCn1c(O)c(C=NCc2ccccc2)sc1=S
 : -5%	-20%	-13%	i	0.7	-0.6%	10%	-2%	8.1%	11%
Cc1ccc2nc(NCCCNC(=O)c3cnccn3)c(C#N)cc2c1
 : -7%	12%	-5%	i	2.8	0.0%	1%	-11%	2.5%	-4%
CCOc1ccc2nc(C)cc(Nc3ccc4c(c3)OCCO4)c2c1
 : -5%	16%	17%	i	3.5	-5.0%	-2%	-10%	3.3%	-1%
OC(CNCc1ccccc1)Cn1ccc2ccccc21 (stereo not given)
 : 11%	-21%	-20%	i	0.4	-0.7%	-16%	-9%	-1.3%	-2%
Cc1nc(NC2=NCN(Cc3ccccc3)CN2)nc2ccccc12
 : nt	-24%	-11%	nt	nt	-0.2%	-15%	-2%	-2.5%	4%
Cc1ccc(C)c(NC(=O)CNC(=O)N2CC(=O)Nc3ccccc32)c1
 : -12%	7%	-26%	i	1.0	0.1%	-21%	4%	2.3%	-2%
CCNC(=O)CC1SC(=Nc2ccc(C)cc2)N(CC)C1=O (stereo not given)
 : 17%	22%	0%	i	0.7	-1.3%	-20%	-13%	0.3%	-4%
CC(C)(O)C#Cc1ccc(C(=O)N2CCN(C(=O)c3ccco3)CC2)cc1
 : -12%	10%	-28%	i	0.6	4.5%	-24%	-2%	-1.0%	2%
Brc1cccc(OCCCCn2cncn2)c1
 : 4%	5%	-38%	i	0.3	1.9%	-2%	-8%	-2.3%	5%
CCOc1cc(Br)cc(C(c2c(C(=O)O)[nH]c3ccccc23)c2c(C(=O)O)[nH]c3ccccc23)c1O
 : 0%	18%	18%	i	1.0	5.9µM*	-42%[20 µM]	-11%	-3.5%	9%
Cc1ccccc1Nc1nc(N)nc(CSc2nncn2C)n1
 : 3%	8%	-24%	i	0.4	-1.5%	15%	-6%	-4.0%	6%
C[N+](C)(C)CCCN1C(=O)CCCC1=O
 : -14%	14%	18%	i	0.5	-4.0%	-16%	-12%	-3.7%	-4%
O=[N+]([O-])c1ccc(OCc2cccc(COc3ccc([N+](=O)[O-])cc3)n2)cc1
 : 0%	-1%	-7%	i	0.9	-0.2%	-277%	-5%	5.7%	14%
O=C(/C=C/Nc1ccc(F)cc1)c1ccco1
 : -2%	-126%	-34%	i	0.5	-2.0%	10%	-7%	-2.5%	0%
O=C(NCc1ccncc1)Nc1ccccc1F
 : 4%	14%	-25%	i	0.4	-1.6%	-35%[20 µM]	-4%	-1.7%	15%
CO/N=C/C(=N\Nc1ccc(OC)cc1)C(=O)c1ccc(F)cc1
 : -6%	-12%	-9%	i	0.3	1.6%	-7%	5%	-4.5%	4%
COc1ccc(C(=O)Nc2cccc(N(C)S(C)(=O)=O)c2)cc1OC
 : 2%	-32%	-37%	i	5.3	1.8%	16%	-7%	-0.6%	-3%
COc1ccc(CCNC(=O)COC(=O)Cn2cnc3ccccc3c2=O)cc1
 : -1%	1%	3%	i	0.8	0.1%	30%	-9%	0.0%	4%
CNc1c(NS(=O)(=O)c2ccc(C(C)(C)C)cc2)c(=O)oc2ccccc12
 : 2%	22%	-6%	i	0.9	3.6%	-19%	-8%	-0.5%	3%

Full records from above.
NC(=S)N1OC[C@@H]2COc3ccc4ccccc4c3[C@@H]21 as listed: PhoP inhibition = -11%; NOD2 inhibition = 49%; NOD1 inhibition = 14%; Myeloid diff MLP = i; Myeloid diff MLP GFP+ MAC1+ % = 0.4; HIV peptide binding = 0.0%; KOR beta-arrestin-1 = -32%; LYP phosphatase = 4%; KOR beta-arrestin-2 = -1.0%; Siah-1 displacement = 5%
Cc1ccc2nc(NCCCNC(=O)c3cnccn3)c(C#N)cc2c1 as listed: PhoP inhibition = -7%; NOD2 inhibition = 12%; NOD1 inhibition = -5%; Myeloid diff MLP = i; Myeloid diff MLP GFP+ MAC1+ % = 2.8; HIV peptide binding = 0.0%; KOR beta-arrestin-1 = 1%; LYP phosphatase = -11%; KOR beta-arrestin-2 = 2.5%; Siah-1 displacement = -4%

Next section:
Below each compound: PhoP inhibition	NOD2 inhibition	NOD1 inhibition	Myeloid diff MLP	Myeloid diff MLP GFP+ MAC1+ %	HIV peptide binding	KOR beta-arrestin-1	LYP phosphatase	KOR beta-arrestin-2	Siah-1 displacement
Cc1ccc(NC(=O)CC2SC(=Nc3ccc(O)cc3)NC2=O)cc1 (stereo not given)
 : 5%	6%	-26%	i	0.2	0.1%	-11%	4%	-4.2%	-2%
O=C(c1cc(COc2c(F)cccc2F)on1)N1C[C@H]2CC[C@H]1C2
 : -2%	-53%	-108%	i	0.7	-1.1%	-11%	-7%	-0.2%	-5%
C/C(=C\C(=O)C(F)(F)F)Nc1ccc(C(F)(F)F)cc1
 : -3%	27%	3%	i	1.0	-0.9%	-29%	-3%	-5.7%	14%
Cc1csc(NC(=O)C2CSC3(C)CCC(=O)N23)n1 (stereo not given)
 : 7%	-10%	-40%	nt	nt	1.0%	21%	-9%	-2.1%	-1%
O=C(Cc1ncc(C(F)(F)F)cc1Cl)N1CCN(c2ccccn2)CC1
 : 2%	-16%	2%	i	0.7	-0.9%	-27%	-4%	5.3%	1%
COc1ccc(C(=S)N2CCN(c3ccccc3C)CC2)cc1
 : -1%	5%	-12%	i	0.7	-1.0%	9%	-4%	3.1%	-1%
COc1ccc(/C=C2\N=C(C(C)(C)C)OC2=O)c(OC)c1
 : -8%	22%	-20%	i	0.0	0.9%	-20%	-6%	-5.4%	11%
CC(Cl)C(=O)NC(=O)NC12CC3CC(CC(C3)C1)C2 (stereo not given)
 : -1%	13%	-7%	i	0.9	4.2%	6%	-3%	-2.6%	0%
O=C(C1CCCCC1)N1CCC(c2nc3ccccc3[nH]2)CC1
 : 16%	1%	17%	i	6.9	-2.1%	-50%	-14%	-3.3%	-1%
COc1ccc(/C=C(/C#N)C(=O)Nc2cccnc2)cc1OC
 : 7%	15%	-18%	i	0.6	-2.9%	33%	-3%	5.6%	3%
COc1cccc(C2/C(=C(/O)c3ccc(F)cc3)C(=O)C(=O)N2CCN(C)C)c1 (stereo not given)
 : 4%	12%	-7%	i	1.3	-2.6%	4%	-5%	9.3%	1%
COC(=O)c1ccc(CSc2nc3ccccc3c(=O)n2N)cc1
 : 5%	14%	-11%	i	0.7	0.1%	1%	-7%	-4.6%	6%
COC(CNC(=O)c1ccc(Cn2c(=S)[nH]c3cc4c(cc3c2=O)OCO4)cc1)OC
 : -7%	-10%	16%	i	1.2	-3.0%	42%	-5%	2.1%	-7%
Cc1ccc(C(=O)NCCSc2c(C)[nH]c3ccccc23)cc1[N+](=O)[O-]
 : -1%	6%	-6%	i	4.5	4.6%	10%	-3%	1.2%	-7%
Oc1ccc(Br)cc1-c1cc(-c2ccco2)[nH]n1
 : -3%	16%	-26%	i	0.4	11%	-7%	1%	0.5%	0%
COc1ccccc1NC(=O)c1ccc(N)cc1
 : -6%	10%	4%	i	2.5	-1.0%	-8%	-9%	-7.5%	-4%
Cc1cc(C(=O)NC(Cc2ccccc2)C(=O)O)c(C)o1 (stereo not given)
 : -4%	-5%	-4%	i	0.7	2.2%	11%	-11%	4.9%	5%
CC(C)(C)NS(=O)(=O)c1cc(C(=O)Nc2sccc2C#N)ccc1Cl
 : 22%	22%	-12%	i	0.6	13%	-12%	-1%	2.5%	-2%
CCOC(=O)N1CCN(C(=O)CSc2ccccc2)CC1
 : 0%	5%	-6%	i	0.8	-3.0%	2%	-5%	-5.4%	1%
CCc1ccccc1NC(=O)CN1C(=O)C2CCCN2c2ncc(Cl)cc21 (stereo not given)
 : -2%	-8%	3%	i	1.7	-1.4%	12%	-1%	-6.0%	-1%
O=C(c1cn(-c2ccccc2)nc1-c1ccccc1)N1CCOCC1
 : -1%	4%	6%	i	0.4	-3.1%	2%	-11%	1.3%	-1%
CC(C)(C)CN1CCNC(=O)C1CC(=O)N1CCC(C(=O)N2CCOCC2)CC1 (stereo not given)
 : 7%	0%	-11%	i	0.2	1.4%	-34%[20 µM]	-6%	-11%	1%
COc1ccc(N(CC(=O)NC2CCCC2)S(=O)(=O)c2c(C)[nH]c(=O)[nH]c2=O)cc1
 : 3%	14%	20%	i	3.5	2.0%	-22%	-8%	7.5%	-9%
O=S(=O)(c1ccc(F)cc1F)N1CCCN(c2ccc(C(F)(F)F)cn2)CC1
 : -7%	6%	-7%	i	0.5	0.3%	13%	-2%	-3.5%	1%
COc1ccc2c(c1)NC(c1cc(Cl)cc(Cl)c1O)c1cccn1-2 (stereo not given)
 : -6%	16%	-64%	i	0.3	5.9%	-16%	-6%	-1.1%	0%
COc1cc(C(N)=O)ccc1OCc1ccccc1
 : 0%	-4%	-22%	i	0.6	2.5%	17%	-7%	3.1%	-2%
COc1ccc(/C=C2\CCCc3c2nc2ccccc2c3C(=O)O)cc1OC
 : -116%	15%	-11%	nt	nt	149%	30%	2%	-0.6%	3%
CCCOP(=O)(c1ccc(N(C)C)cc1)C(O)c1cc(OC)ccc1OC (stereo not given)
 : 1%	10%	-8%	i	0.1	-1.0%	9%	-7%	-2.9%	2%
